Screens (PubChem BioAssay)
MCL1-BIM inh: inhibitors of MCL1 binding to BIM-BH3, primary screen, biochemical, fluorescence polarization; Induced myeloid leukemia cell differentiation protein Mcl-1 (Homo sapiens), Q07820; GST-MCL1 / FITC-Bim-BH3 fluorescence polarization; inhibition, % at 10.9 µM; hit rate 0.68% among 320,000;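 active = inhibition above the mean inhibition of all tested compounds plus 3 SD, set per campaign, cut at about 40% in these data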;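 also: 0% = DMSO wells and 100% = unlabeled Bim-BH3 peptide control; higher means more loss of mP so more displacement of Bim peptide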
Target sequence (Q07820 whole entry, looked up): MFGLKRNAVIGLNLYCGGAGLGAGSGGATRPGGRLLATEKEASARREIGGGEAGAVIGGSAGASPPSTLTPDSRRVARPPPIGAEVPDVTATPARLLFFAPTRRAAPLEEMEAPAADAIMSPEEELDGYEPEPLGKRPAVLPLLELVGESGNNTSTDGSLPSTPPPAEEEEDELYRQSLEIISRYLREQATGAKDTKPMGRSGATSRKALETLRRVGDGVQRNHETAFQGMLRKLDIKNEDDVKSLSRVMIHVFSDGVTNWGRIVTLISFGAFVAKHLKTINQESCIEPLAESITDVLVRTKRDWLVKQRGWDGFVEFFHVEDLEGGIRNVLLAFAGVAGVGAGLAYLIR
Fam108B inh: mouse Fam108B serine hydrolase inhibitors, primary screen, counter-screen for RBBP9 inhibitor project, biochemical, fluorescence polarization; recombinant Fam108B, FP-Rh probe fluorescence polarization; inhibition, % at 9.51 µM; hit rate 0.33% among 300,000;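 active = inhibition above the screen mean inhibition plus 3 SD, computed separately per campaign, cut at about 18% in these data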;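 also: inhibitors lower polarization as less probe binds the enzyme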
MEX-5 binding: MEX-5 zinc finger RNA-binding disruptors – biochemical, C. elegans, fluorescence polarization, MLPCN library, primary screen | hit rate 0.38% among 300,000 | AID 1832, 2009 | Zinc finger protein mex-5 (Caenorhabditis elegans), Q9XUB2 | activity score (negative = inhibition of binding), % at 10 µM | MEX-5/FITC-TCR2 RNA binding; stronger effect = lower value;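 active = inhibition past about -25% in most replicates, and total fluorescence under double the plate's negative control median, limit read from the data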;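 also: 0% = DMSO and -100% = 5 µM competing unlabeled TCR2 RNA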
Bcl-xL primary: inhibitors of human Bcl-xL, primary screen, biochemical, fluorescence polarization, HTS; GST-Bcl-xL / FITC-Bim BH3 peptide fluorescence polarization; inhibition, % at 10.9 µM; hit rate 0.7% among 320,000; AID 2129, 2009;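 active = inhibition above the mean of all tested compounds plus 3 SD, cutoff set per campaign, cut at about 30% in these data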;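 also: 0% = DMSO wells and 100% = unlabeled Bim-BH3 peptide competitor; inhibitors lower millipolarization by displacing the labeled peptide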
Target sequence (Q07817 whole entry, looked up): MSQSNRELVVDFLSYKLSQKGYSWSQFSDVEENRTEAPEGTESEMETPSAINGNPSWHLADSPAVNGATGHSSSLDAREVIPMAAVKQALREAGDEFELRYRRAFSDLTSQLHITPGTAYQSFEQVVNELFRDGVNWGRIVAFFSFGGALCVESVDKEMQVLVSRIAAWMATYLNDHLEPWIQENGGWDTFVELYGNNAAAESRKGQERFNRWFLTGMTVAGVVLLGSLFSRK
pPAFAH inh: pPAFAH enzyme inhibitors, primary screen, biochemical, fluorescence polarization, human; recombinant pPAFAH, FP-rhodamine probe fluorescence polarization; inhibition, % at 3.39 µM; hit rate 1.5% among 330,000;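 active = inhibition above the mean inhibition across the screen plus 3 SD, cut at about 25% in these data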;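 also: inhibitors block binding of the rhodamine activity-based probe so polarization drops; 0% = enzyme with DMSO and 100% = wells lacking pPAFAH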
PME-1 inh: PME-1 inhibitors via competitive probe labeling, primary screen, biochemical, fluorescence polarization, FP-Rh probe, HTS | AID 2130, 2009 | hit rate 0.53% among 320,000 | recombinant PME-1 | inhibition, % at 5.9 µM | Protein phosphatase methylesterase 1 (Homo sapiens), Q9Y570;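 active = inhibition above the campaign mean of all compounds plus 3 SD, cut at about 26% in these data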;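 also: competitive labeling of PME-1 active site by serine hydrolase directed probe; 0% = PME-1 with DMSO and 100% = wells lacking PME-1 enzyme; inhibitors block probe labeling so polarization falls and inhibition rises; many of its hits are not listed in these tables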
Target sequence (Q9Y570 whole entry, looked up): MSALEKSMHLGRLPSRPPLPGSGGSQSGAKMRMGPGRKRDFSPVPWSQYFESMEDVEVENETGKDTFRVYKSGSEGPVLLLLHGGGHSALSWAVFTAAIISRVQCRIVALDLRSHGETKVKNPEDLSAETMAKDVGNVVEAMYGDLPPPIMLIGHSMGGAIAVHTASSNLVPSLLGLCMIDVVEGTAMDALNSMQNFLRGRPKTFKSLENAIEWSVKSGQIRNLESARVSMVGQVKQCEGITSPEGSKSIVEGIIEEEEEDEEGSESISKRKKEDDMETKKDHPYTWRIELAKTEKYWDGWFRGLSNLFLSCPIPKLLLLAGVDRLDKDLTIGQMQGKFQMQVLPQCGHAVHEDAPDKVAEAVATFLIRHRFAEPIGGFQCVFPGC
GLD-1 TGE inh: GLD-1/TGE RNA complex disruptors, primary screen, biochemical, fluorescence polarization; AID 2280, 2010; inhibition, % at 5.96 µM; purified GLD-1 + fluorescein TGE RNA; hit rate 0.44% among 320,000; Female germline-specific tumor suppressor gld-1 (Caenorhabditis elegans), Q17339;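 active = percent inhibition above a per-plate cutoff, the plate mean of test compounds plus 3 SD, cut at about 30% in these data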;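 also: 0% = DMSO wells with GLD-1 and probe and 100% = wells lacking GLD-1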
PAFAH1B2 FP inh: PAFAH1B2 enzyme inhibitors, primary screen, biochemical, fluorescence polarization, human | AID 492953, 2010 | Platelet-activating factor acetylhydrolase IB subunit alpha2 (Homo sapiens), P68402 | hit rate 1.2% among 340,000 | inhibition, % at 3.39 µM | recombinant PAFAH1B2, FP-rhodamine activity probe;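 active = inhibition above the mean of all tested compounds plus 3 SD, cut at about 24% in these data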;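 also: 0% = enzyme with DMSO and 100% = wells lacking PAFAH1B2; many of its hits are not listed in these tables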
AHR activator: AHR activators, primary screen, cell-based, luminescence, luciferase reporter, human. Aryl hydrocarbon receptor (Homo sapiens), P35869. AHR-responsive luciferase reporter cells. activation, % at 5 µM. hit rate 2.5% among 320,000. AID 2796, 2010; in the data active = activation above about 47%;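 also: 0% = vehicle wells and 100% = reference agonist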
* = called active by the depositor; · = no result given. This is a subset. The share of hits here may be higher or lower than overall.

Below each compound – GLD-1 TGE inh	Bcl-xL primary	PAFAH1B2 FP inh	pPAFAH inh	MEX-5 binding	MCL1-BIM inh	Fam108B inh	PME-1 inh	AHR activator
1	CCOC(=O)/C(C(N)=NCc1ccco1)=C(/O)c1ccccc1
  3	4	4	5	0.3	-3	0	2	4
2	Cc1ccc(C(=O)O)cc1NC(=O)c1ccc2c(c1)C(=O)N(c1ccc([N+](=O)[O-])cc1)C2=O
  3	7	3	-6	-0.1	1	2	5	3
3	COc1ccccc1OC(=O)Nc1ccc(Cl)cc1
  11	48*	0	-5	-0.4	47*	2	3	3
4	O=C(CN1C2=NCCCN2c2ccccc21)c1ccc(Cl)cc1Cl
  2	-2	-1	-3	4.1	1	1	-7	59*
5	CCOC(=O)N1CCC(N2CCN(S(=O)(=O)c3ccc4ccccc4c3)CC2)CC1
  4	2	6	-3	-0.5	4	0	-8	-3
6	COc1ccc(N2CCN(S(=O)(=O)CCNC(=O)Cc3ccc([N+](=O)[O-])cc3)CC2)cc1
  -3	-4	4	0	-4.0	2	0	1	0
7	COc1ccc(C(=O)O)cc1N1C(=O)Nc2ccccc2N1O
  -1	10	8	6	0.1	3	-1	0	3
8	Cc1cccc(CN2CCC(Oc3ccc(C(=O)N4CCCC4)cc3)CC2)n1
  2	0	0	5	0.1	5	0	-2	-1
9	CN(NC(=O)c1ccccc1F)c1nc(C(F)(F)F)nc2ccccc12
  -1	5	1	5	0.2	0	-1	2	1
10	COC(=O)[C@H](Cc1ccccc1)NC(=O)N1CCCCCC1
  3	4	1	-1	0.6	4	-2	-3	0
11	COc1ccc(-c2csc(NC(=S)NC(=O)c3ccc4ccccc4c3)n2)cc1OC
  -5	1	2	3	1.5	0	-7	0	0
12	CCC(CC)c1nc2ccccc2c(=O)[nH]1
  -3	9	5	0	2.6	1	4	9	-1
13	COC(=O)N1CCN(c2ccc(OC)cc2)CC1
  1	8	-1	5	0.6	1	3	0	-8
14	Cc1nn2c(=O)c(NC(=O)c3ccc(F)cc3)cnc2s1
  3	-2	3	-9	-0.5	-1	3	0	6
15	COc1ccc(S(=O)(=O)n2ccc(-c3cnc(-c4ccccc4)s3)n2)cc1
  5	4	5	-10	1.0	6	-13	-34	-15

Below each compound – GLD-1 TGE inh	Bcl-xL primary	PAFAH1B2 FP inh	pPAFAH inh	MEX-5 binding	MCL1-BIM inh	Fam108B inh	PME-1 inh	AHR activator
16	CCOC(=O)N1CCN(C(=O)c2cc(COc3ccc(F)cc3F)on2)CC1
  1	6	-1	-2	-1.5	0	1	0	0
17	O=C(Nc1ccccn1)c1cccs1
  -6	-1	8	-1	0.8	-1	5	-5	1
18	COc1ccc(N2CC(C(=O)N3CCN(c4ccccc4)CC3)CC2=O)cc1 (stereo unspecified)
  -4	2	3	4	0.8	2	-2	2	1
19	O=C1NC2(CCCCC2)N=C1c1ccc(F)cc1
  5	-4	-1	-5	0.1	5	10	-8	2
20	O=C(Nc1ccc(Cl)c(Cl)c1)Nc1ccc(Br)cc1F
  5	-2	-43	-55	-1.9	-3	-74	-108	2
21	CNC(=O)CSc1nnnn1-c1cc(C)ccc1C
  9	6	4	2	1.6	-3	0	1	4
22	CC(=O)Nc1cccc(NC(=O)c2ccc(C(=O)Nc3cccc(NC(C)=O)c3)nc2)c1
  -3	9	2	-3	-0.3	10	2	-10	18
23	COc1ccc(S(=O)(=O)N2CCOC2CNC(=O)C(=O)NCc2cccnc2)cc1OC (stereo unspecified)
  -3	2	3	3	·	-6	0	1	1
24	O=C(NCC1CCCO1)C1CC(=O)N(c2ccc(F)c(Cl)c2)C1 (stereo unspecified)
  8	3	2	-2	-0.1	3	0	0	-3
25	Cc1[nH]c2c(C)cccc2c1CN1CCC(CO)(Cc2ccccc2)CC1
  9	9	1	3	3.3	4	0	-11	6
26	O=C(CN1C2CCCC1CC(NC(=O)C1CCCCC1)C2)NCc1ccc(F)cc1 (stereo unspecified)
  10	6	3	5	-2.6	3	1	1	0
27	COCc1cc(C)nc(SCC[N+](C)(C)CC(=O)Nc2ccccc2)c1C#N
  -1	0	4	-2	-4.1	3	2	-1	1
28	CC1CCN(c2nc3nonc3nc2N2CCC(C)CC2)CC1
  0	2	-4	6	-1.2	7	-1	3	-4
29	CC(C)(C)c1ccc(-c2n[nH]c(=S)n2-c2ccccc2)cc1
  5	-9	8	14	-0.6	-7	6	4	-2
30	O=C1NC[C@@H](Cc2cccc3ccccc23)N(CC2(c3ccccc3)CC2)C1=O
  -1	10	4	2	1.8	8	2	4	5

As a short view, 18 of the compounds above.
Below each compound – GLD-1 TGE inh	Bcl-xL primary	PAFAH1B2 FP inh	pPAFAH inh	MEX-5 binding	MCL1-BIM inh	Fam108B inh	PME-1 inh	AHR activator
13	COC(=O)N1CCN(c2ccc(OC)cc2)CC1
  1	8	-1	5	0.6	1	3	0	-8
14	Cc1nn2c(=O)c(NC(=O)c3ccc(F)cc3)cnc2s1
  3	-2	3	-9	-0.5	-1	3	0	6
15	COc1ccc(S(=O)(=O)n2ccc(-c3cnc(-c4ccccc4)s3)n2)cc1
  5	4	5	-10	1.0	6	-13	-34	-15
16	CCOC(=O)N1CCN(C(=O)c2cc(COc3ccc(F)cc3F)on2)CC1
  1	6	-1	-2	-1.5	0	1	0	0
17	O=C(Nc1ccccn1)c1cccs1
  -6	-1	8	-1	0.8	-1	5	-5	1
18	COc1ccc(N2CC(C(=O)N3CCN(c4ccccc4)CC3)CC2=O)cc1 (stereo unspecified)
  -4	2	3	4	0.8	2	-2	2	1
19	O=C1NC2(CCCCC2)N=C1c1ccc(F)cc1
  5	-4	-1	-5	0.1	5	10	-8	2
20	O=C(Nc1ccc(Cl)c(Cl)c1)Nc1ccc(Br)cc1F
  5	-2	-43	-55	-1.9	-3	-74	-108	2
21	CNC(=O)CSc1nnnn1-c1cc(C)ccc1C
  9	6	4	2	1.6	-3	0	1	4
22	CC(=O)Nc1cccc(NC(=O)c2ccc(C(=O)Nc3cccc(NC(C)=O)c3)nc2)c1
  -3	9	2	-3	-0.3	10	2	-10	18
23	COc1ccc(S(=O)(=O)N2CCOC2CNC(=O)C(=O)NCc2cccnc2)cc1OC (stereo unspecified)
  -3	2	3	3	·	-6	0	1	1
24	O=C(NCC1CCCO1)C1CC(=O)N(c2ccc(F)c(Cl)c2)C1 (stereo unspecified)
  8	3	2	-2	-0.1	3	0	0	-3
25	Cc1[nH]c2c(C)cccc2c1CN1CCC(CO)(Cc2ccccc2)CC1
  9	9	1	3	3.3	4	0	-11	6
26	O=C(CN1C2CCCC1CC(NC(=O)C1CCCCC1)C2)NCc1ccc(F)cc1 (stereo unspecified)
  10	6	3	5	-2.6	3	1	1	0
27	COCc1cc(C)nc(SCC[N+](C)(C)CC(=O)Nc2ccccc2)c1C#N
  -1	0	4	-2	-4.1	3	2	-1	1
28	CC1CCN(c2nc3nonc3nc2N2CCC(C)CC2)CC1
  0	2	-4	6	-1.2	7	-1	3	-4
29	CC(C)(C)c1ccc(-c2n[nH]c(=S)n2-c2ccccc2)cc1
  5	-9	8	14	-0.6	-7	6	4	-2
30	O=C1NC[C@@H](Cc2cccc3ccccc23)N(CC2(c3ccccc3)CC2)C1=O
  -1	10	4	2	1.8	8	2	4	5

Other results.
Below each compound – GLD-1 TGE inh	Bcl-xL primary	PAFAH1B2 FP inh	pPAFAH inh	MEX-5 binding	MCL1-BIM inh	Fam108B inh	PME-1 inh	AHR activator
31	Cc1nnc(SCC(=O)N2CCN(S(=O)(=O)c3ccccc3)CC2)s1
  2	7	2	-1	-1.5	2	5	5	-2
32	CCOC(=O)N1CCN(C(=O)/C(=C\c2cccs2)NC(=O)c2cccs2)CC1
  2	5	-1	2	-1.9	-7	-2	-1	0
33	CCN(Cc1ccccc1)C(=O)c1oc2ccc(C)cc2c1C
  12	4	0	5	-0.4	7	-1	6	3
34	Cc1cccc(Cn2c(N3CCN(C)CC3)nc3c2c(=O)n(C)c(=O)n3C)c1
  -3	2	-4	2	-3.6	-3	10	0	0
35	CN(CCN1CCOCC1)Cc1nc(-c2ccccc2)no1
  3	6	3	4	0.1	0	4	-1	-1
36	Cc1cc(=O)c(C(=O)OC(C)C(=O)NC(N)=O)nn1-c1ccc(Cl)cc1 (stereo unspecified)
  2	1	7	-8	2.2	-4	1	-6	2
37	CCOC(=O)c1ccoc1CN1CCN(S(=O)(=O)c2ccc(C)c(C)c2)CC1
  -11	·	-3	22	·	·	·	·	-2
38	Cc1ccc(-c2cn3cccnc3n2)cc1NC(=O)c1cccs1
  31*	4	5	2	-2.2	3	0	-2	30
39	CCOC(=O)N1CCC(N(CCN(C)C)C(=S)Nc2ccccc2Cl)CC1
  -6	0	1	-1	3.9	-1	-6	-2	3
40	Clc1ccc2c(c1)c1ccccc1n2CN1CCOCC1
  13	5	-1	11	-0.8	4	-10	-9	-4
41	COc1cc(CCC(=O)Oc2ccc(C(C)=O)cc2)cc(OC)c1OC
  -1	3	3	2	-1.8	-7	1	0	-2
42	COc1ccc(S(=O)(=O)N2CCN(c3ncccn3)CC2)cc1[N+](=O)[O-]
  1	10	-5	0	3.8	1	0	6	-1
43	COc1cc2ccccc2cc1C(=O)Nc1cc(C)ccn1
  4	1	-2	1	0.1	6	-3	-17	56*
44	Fc1ccccc1N1CCN(CC2CCCCC2)CC1
  -2	3	5	-1	3.9	-3	0	-2	0
45	COc1cc(NC(=O)CN2C(=O)C(c3ccccc3)=NC23CCCCCC3)cc(OC)c1
  4	4	-4	7	2.0	-1	-3	-14	-1

Below each compound – GLD-1 TGE inh	Bcl-xL primary	PAFAH1B2 FP inh	pPAFAH inh	MEX-5 binding	MCL1-BIM inh	Fam108B inh	PME-1 inh	AHR activator
46	CCc1ccc(CN2CCC(C(=O)Nc3ccc(-n4nc(C)cc4C)cc3)CC2)o1
  1	3	2	-1	-0.5	4	1	2	2
47	CC(C)c1ccc(C2=C(O)c3ccccc3C(=O)C2=O)cc1
  -2	4	12	11	-3.6	-2	6	1	54*
48	O=C(O)CSc1ccccc1C(=O)O
  -7	-2	-4	-3	2.6	7	-1	1	15
49	C=CCNC(=O)CNS(=O)(=O)c1ccc(F)cc1
  4	0	2	4	-2.0	-8	0	2	1
50	Cc1ncsc1C(=O)O
  6	1	3	4	-2.1	-4	-4	1	-2
51	COc1ccc(OC)c(NC(=O)COC(=O)CCS(=O)(=O)c2ccc(Cl)cc2)c1
  0	·	3	15	·	·	·	·	3
